EWS-Fli inh: blocks EWS/Fli oncoprotein-driven transcription; A673 NR0B1-luciferase reporter, viability-normalised; inhibition, % at 12.6 µM; 0.67% of 350,000 active; AID 651661;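 active means mean inhibition of at least 50% after viability correction, with every replicate also passing that limit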;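 further: firefly luciferase signal divided by Alamar Blue viability fluorescence both relative to DMSO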
PAX8 reporter: PAX8 transcriptional activity inhibition | 1.2% of 360,000 active | RMG-I TPO-luciferase reporter, SteadyGlo, 24 h | inhibition, % at 12.6 µM | AID 652154;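 active means mean replicate inhibition at least 60% with every replicate also reaching 60%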;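 further: luciferase light reporting Pax8 driven TPO promoter activity; plate controls were median of neutral control wells for no effect and mitoxantrone controls for full effect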
S100A4 MyoIIA: S100A4-myosin IIA interaction inhibition; S100A4/TAMRA-MyoIIA peptide fluorescence polarization; P26447; inhibition, % at 10.7 µM; AID 652163; 0.14% of 360,000 active;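 active means mean inhibition of at least 70% across replicates, with every replicate also reaching that level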
Target sequence (P26447 whole entry, looked up): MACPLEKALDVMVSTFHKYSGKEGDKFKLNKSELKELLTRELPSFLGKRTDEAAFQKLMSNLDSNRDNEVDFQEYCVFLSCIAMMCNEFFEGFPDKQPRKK
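Assay system: human S100A4 monomer with TAMRA-labelled myosin IIA peptide / Buffer or medium: Calcium-containing HEPES buffer, pH 7.2 / Reagent: TAMRA-labelled myosin IIA heavy-chain peptide probe, 5 nM / Compound: one dose per compound / Timing: polarization read 5 min after assay mix addition, stable 5–60 min / Benchmarks: neutral control DMSO, positive control TFP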
PGC1a acetyl inh: modulators of PGC1a acetylation; U2OS PGC1a acetylation, AlphaScreen anti-acetyl-lysine; with virally co-expressed GCN5 acetyltransferase; inhibition, % at 15.6 µM; 0.17% of 350,000 active;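 active means every replicate shows inhibition of at least 40%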;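 further: 0% = neutral control wells and 100% = positive control wells; some results beyond the cut were filed as inactive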
ERAP1 HTS inh: blocks human ERAP1 aminopeptidase activity | recombinant ERAP1, Leu-AMC fluorescence, 60 min | inhibition, % at 10.7 µM | 0.15% of 340,000 active | AID 652197;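 active means mean replicate inhibition of at least 30%, or all replicates individually reaching that 30% level; inactive means mean below 30% and not every replicate reaching it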;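 further: 0% = neutral control wells and 100% = L-leucinethiol positive control wells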
Target sequence (Q9NZ08 whole entry, looked up): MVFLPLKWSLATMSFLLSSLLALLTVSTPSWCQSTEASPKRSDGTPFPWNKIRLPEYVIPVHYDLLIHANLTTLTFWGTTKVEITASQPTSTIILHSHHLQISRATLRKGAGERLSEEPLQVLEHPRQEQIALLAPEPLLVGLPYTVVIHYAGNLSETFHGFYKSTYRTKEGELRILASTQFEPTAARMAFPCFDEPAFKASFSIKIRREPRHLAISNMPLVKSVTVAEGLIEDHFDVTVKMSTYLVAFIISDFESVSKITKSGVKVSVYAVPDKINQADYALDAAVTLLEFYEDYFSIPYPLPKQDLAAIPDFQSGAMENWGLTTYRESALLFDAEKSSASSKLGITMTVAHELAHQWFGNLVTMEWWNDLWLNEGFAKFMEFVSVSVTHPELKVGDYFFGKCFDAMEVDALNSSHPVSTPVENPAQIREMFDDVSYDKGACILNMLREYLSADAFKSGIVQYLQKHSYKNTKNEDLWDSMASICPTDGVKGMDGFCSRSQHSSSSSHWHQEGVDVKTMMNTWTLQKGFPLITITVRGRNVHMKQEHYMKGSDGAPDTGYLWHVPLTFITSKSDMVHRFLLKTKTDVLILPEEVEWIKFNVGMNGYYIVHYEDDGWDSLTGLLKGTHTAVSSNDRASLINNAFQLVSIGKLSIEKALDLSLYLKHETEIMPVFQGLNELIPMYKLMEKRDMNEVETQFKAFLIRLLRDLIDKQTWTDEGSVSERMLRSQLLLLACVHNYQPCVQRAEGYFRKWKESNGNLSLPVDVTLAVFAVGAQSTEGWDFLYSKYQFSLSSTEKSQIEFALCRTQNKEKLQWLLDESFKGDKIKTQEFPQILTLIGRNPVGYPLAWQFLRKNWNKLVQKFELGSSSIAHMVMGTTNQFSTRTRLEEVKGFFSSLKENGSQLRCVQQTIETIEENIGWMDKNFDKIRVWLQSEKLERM
LGR2 inh: inhibitors of bursicon-induced Drosophila LGR2 receptor cAMP signaling; HEK293 LGR2, CRE-luciferase, bursicon-stimulated, 4 h; 0.35% of 380,000 active; inhibition, % at 9.99 µM;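 active means drop in luminescence signal, shown as inhibition above about 50% in the replicate tests, limit read from the data, passing the limit was not always enough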;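 further: agonist challenge used bursicon conditioned medium at about half maximal strength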
PglD inh: PglD (C. jejuni) enzyme inhibition | inhibition, % at 12.5 µM | 0.098% of 360,000 active | AID 602405 | purified PglD enzyme, DTNB colorimetric CoA detection; in the data active means inhibition above about 16%, passing the limit was not always enough; further: strong numbers were not always called active
* = called active by the depositor; . = not tested or not shown. These rows are one share of the data; rates above refer to the full screens.

Molecule | EWS-Fli inh | PAX8 reporter | S100A4 MyoIIA | PGC1a acetyl inh | ERAP1 HTS inh | LGR2 inh | PglD inh
CSc1nc(N(C)NC(=O)c2cccc(C)c2)c2ccccc2n1 | . | . | . | -27 | . | . | 7
CC(C)Cc1nc(N2CCN(C(=O)c3ccco3)CC2)c(C#N)c2c1CCC2 | . | . | . | -16 | . | . | 21*
CC(C)(C)NC(=O)C1CCN(C(=O)c2ccc(-c3ccccc3)cc2)CC1 | . | . | . | 4 | . | . | 4
CS(=O)(=O)N(CC(=O)NCc1ccccc1)Cc1ccc(Cl)cc1 | . | . | . | -8 | . | . | 0
CC(C)(C)c1ccc(S(=O)(=O)N2CC(=O)Nc3ccccc32)cc1 | . | -10 | . | . | . | . | -2
CCS(=O)(=O)N1CCN(C(=O)c2ccccc2)CC1 | . | -15 | . | . | . | . | 2
Cc1ccnn1CC(=O)N/N=C/c1ccco1 | . | -16 | . | . | . | . | 0
COc1cccc(OCCN2CCN(c3ncnc4c3cnn4-c3ccccc3)CC2)c1 | . | 20 | . | . | . | . | -3
Cc1c(NC(=O)c2c(F)c(F)c(F)c(F)c2F)c(=O)n(-c2ccccc2)n1C | . | -16 | . | . | . | . | -1
COCCOC(=O)c1c(C)oc2ccc(OC(=O)c3cccs3)cc12 | . | -24 | . | . | . | . | -2
Cc1onc(-c2c(F)cccc2Cl)c1C(=O)Nc1cccc2nsnc12 | . | 17 | . | . | . | . | -7
CCC1(C)CC(c2csc(N)n2)CCO1 (configuration not stated) | . | -3 | . | . | . | . | -6
Clc1ccc(Cc2ccc(Cl)nn2)c(Cl)c1 | . | 8 | . | . | . | . | -5
Cc1c(C(=O)NCc2ccc3c(c2)OCO3)oc2ccccc12 | . | -6 | . | . | . | . | -2
C=CCc1cccc(CNc2c(C)n(C)n(-c3ccccc3)c2=O)c1O | . | 12 | . | . | . | . | 3
CCC(Sc1nc(C)cc(=O)[nH]1)C(=O)Nc1nc2c(s1)CCCC2 (configuration not stated) | . | -27 | . | . | . | . | 3
COc1nc(Nc2ccc(O)cc2)nc(OC(C(F)(F)F)C(F)(F)F)n1 | . | 19 | . | . | . | . | -4
O=C(Nc1cccc(C(F)(F)F)c1)c1cc2c(=O)c3ccccc3oc2nc1C(F)(F)F | . | 3 | . | . | . | . | 3
Cc1nn(-c2ccccc2)c(Cl)c1/C=N/NC(=O)c1ccco1 | . | -230 | . | . | . | . | 0
CN(Cc1cccs1)C(=O)COc1ccc(-c2nnco2)cc1 | . | -7 | . | . | . | . | -3
CS(=O)(=O)N(CC(=O)Nc1ccc(Cl)c(Cl)c1)C1CCCCC1 | . | 25 | . | . | . | . | 1
CC(C)C(=O)Nc1cccc(NC(=S)NC(=O)c2ccc(Cl)cc2)c1 | . | -79 | . | . | . | . | -4
COc1ccc2c(=O)c3c(=O)n(Cc4ccco4)c(-c4ccccc4)nc3oc2c1 | . | 2 | . | . | . | . | -3
NS(=O)(=O)c1ccc(Nc2nc(-c3ccccc3)cs2)cc1 | . | -137 | . | . | . | . | 6
O=C(O)C1CCCN1S(=O)(=O)c1ccccc1 (configuration not stated) | . | 10 | . | . | . | . | 6
Cc1c(NC(=O)C(C)Sc2nc3ccccc3c(=O)n2CCO)c(=O)n(-c2ccccc2)n1C (configuration not stated) | . | 27 | . | . | . | . | -5
CC(=O)c1cccc(NS(=O)(=O)c2cc(OCC(N)=O)c(C)cc2Cl)c1 | . | -4 | . | . | . | . | -7
CCCCn1c(=O)c(C(=O)c2ccccc2)nc2ccccc21 | . | -2 | . | . | . | . | -3
O=C(O)CCc1ccc(-c2ccc(Br)cc2)o1 | . | 8 | . | . | . | . | -2
Cn1c(=O)cc(SCC(=O)NCC2CCCO2)c2ccccc21 (configuration not stated) | . | -4 | . | . | . | . | 1
COc1cc2c(cc1OC)CN(S(=O)(=O)c1ccc3c(c1)OCCO3)CC2 | . | 17 | . | . | . | . | 3
Cc1cccc(NC(=O)c2sc3nc(-c4ccc(F)cc4)cn3c2C)n1 | . | -4 | . | . | . | . | -9
O=C(C1CC1)N1CCc2cc(Br)cc(S(=O)(=O)NC3CCCCC3)c21 | . | 17 | . | . | . | . | 3
O=C1Nc2ccccc2CCC1Sc1nnc(-c2ccc(Cl)cc2)s1 (configuration not stated) | . | -12 | . | . | . | . | 0
COc1ccc(/C=C(/C(=O)Nc2ccccc2C(=O)NC(C)C)c2ccccc2)cc1 | . | 30 | . | . | . | . | 2
CCOc1cc(C2NN=C(c3ccccc3)S2)ccc1OCc1ccccc1Cl (configuration not stated) | . | -121 | . | . | . | . | 0
COC(=O)c1ccc(NC(=S)N2CCN(Cc3cccc(C)c3)CC2)cc1 | . | 11 | . | . | . | . | -5
CN1C(=O)NC(c2ccccc2)C2=C1CN(CCc1ccccc1)C2=O (configuration not stated) | . | 14 | . | . | . | . | 7
CC(=O)Nc1nonc1-c1nc2ccccc2n1N(C(C)=O)C(C)=O | . | 13 | . | . | . | . | -4
CCn1c(SCC(=O)Nc2ccc(C(=O)OC)cc2)nnc1-c1cccs1 | . | 4 | . | . | . | . | 1
COc1cc(NS(=O)(=O)c2ccccc2)ccc1-n1nc(C)cc1C | . | -6 | . | . | . | . | 1
C=CCn1c(COc2cccc3cccnc23)nnc1SCC(=O)OC | . | 22 | . | . | . | . | 3
CN(C)CC(O)COc1cc2ccccc2cc1C(=O)N1CCCCC1 (configuration not stated) | . | 4 | . | . | . | . | 1
CCC(C)OC(=O)C1C(c2ccccc2)C(C(=O)O)C1c1ccccc1 (configuration not stated) | . | 1 | . | . | . | . | 0
O=C(c1ccc(F)cc1)C1CCN(C(=O)Nc2ccc(F)cc2)CC1 | . | -24 | . | . | . | . | 5
COC(=O)c1ccccc1NC(=O)NCC1CCCO1 (configuration not stated) | . | 22 | . | . | . | . | -3
Cc1cc(C)n(-c2ccn(Cc3ccc(Cl)cc3Cl)c(=O)n2)n1 | . | 6 | . | . | . | . | 2
COc1ccc(S(=O)(=O)NC(C)(C)C)cc1-c1nnc2c3ccccc3c(C)nn12 | . | 26 | . | . | . | . | -8

Some of these compounds in order of the PglD inh value, lowest first.
| canonical_smiles | PglD inh |
| --- | --- |
| Cc1cccc(NC(=O)c2sc3nc(-c4ccc(F)cc4)cn3c2C)n1 | -9 |
| COc1ccc(S(=O)(=O)NC(C)(C)C)cc1-c1nnc2c3ccccc3c(C)nn12 | -8 |
| Cc1onc(-c2c(F)cccc2Cl)c1C(=O)Nc1cccc2nsnc12 | -7 |
| Cn1c(=O)cc(SCC(=O)NCC2CCCO2)c2ccccc21 (configuration not stated) | 1 |
| Cc1cc(C)n(-c2ccn(Cc3ccc(Cl)cc3Cl)c(=O)n2)n1 | 2 |
| O=C(O)C1CCCN1S(=O)(=O)c1ccccc1 (configuration not stated) | 6 |

Following part:
Molecule | EWS-Fli inh | PAX8 reporter | S100A4 MyoIIA | PGC1a acetyl inh | ERAP1 HTS inh | LGR2 inh | PglD inh
CCCCc1cc(=O)oc2c(CN3CCCC3)c(O)ccc12 | . | -3 | . | . | . | . | -1
O=C1NCCCC2c3c(cc(Br)c(O)c3Br)OC12N1CCOCC1 (configuration not stated) | . | 4 | . | . | . | . | 0
Cc1oc(-c2ccc(Cl)cc2)nc1CN1CCCC(C(=O)NCc2cccnc2)C1 (configuration not stated) | . | 25 | . | . | . | . | -6
CC1(C)CC(C)(O)P(=O)(c2ccccc2)O1 (configuration not stated) | . | 6 | . | . | . | . | 2
CCOC(=O)N1CCC(n2c(SCC(=O)N3CCC(C)CC3)nc3ccccc3c2=O)CC1 | . | 31 | . | . | . | . | 5
O=S1(=O)C=CC(Nc2ccccc2)C1 (configuration not stated) | . | -2 | . | . | . | . | 3
COC(Cc1nnc(SC)n1-c1ccccc1)OC | . | 11 | . | . | . | . | 2
CC1(C)CCc2nc(SCc3ccccc3)c(C#N)cc2C1 | . | -30 | . | . | . | . | -1

Compound profiles (already shown). Order of screens: EWS-Fli inh	PAX8 reporter	S100A4 MyoIIA	PGC1a acetyl inh	ERAP1 HTS inh	LGR2 inh	PglD inh
Listed for CCn1c(SCC(=O)Nc2ccc(C(=O)OC)cc2)nnc1-c1cccs1 : .	4	.	.	.	.	1
Listed for CC(C)(C)c1ccc(S(=O)(=O)N2CC(=O)Nc3ccccc32)cc1 : .	-10	.	.	.	.	-2

Further entries
Molecule | EWS-Fli inh | PAX8 reporter | S100A4 MyoIIA | PGC1a acetyl inh | ERAP1 HTS inh | LGR2 inh | PglD inh
COc1ccc(-c2nc(C)c(C(C)=O)n2O)cc1 | . | 11 | . | . | . | . | -1
O=C(NCCc1ccccc1)c1nc2nc(-c3cccs3)cc(C(F)(F)F)n2n1 | . | -5 | . | . | . | . | -3
Cc1nc(C)c(C)nc1C | . | . | -4 | . | . | . | -4
O=C(C1CCCCC1)N1CC(=O)N2CCc3ccccc3C2C1 (configuration not stated) | . | . | 1 | . | . | . | -6
CC(NC(=O)c1ccc(N2CCNCC2)c([N+](=O)[O-])c1)C12CC3CC(CC(C3)C1)C2 (configuration not stated) | . | . | -6 | . | . | . | 4
C[N+](C)(C)CCOP(=O)(O)OP(=O)([O-])OC[C@H]1O[C@@H](n2ccc(N)nc2=O)[C@H](O)[C@@H]1O | . | . | 19 | . | . | . | 2
CN(C)CC#Cc1cccc(-c2nc(C(=O)NCCCN3CCOCC3)cc3c2[C@H](CCO)N(S(=O)C(C)(C)C)C3)c1 (some centres not stated) | 0 | 2 | . | . | . | . | .
O=C(NCc1ccccc1)c1ccc2c(=O)n(CCCN3CCCC3=O)c(=S)[nH]c2c1 | . | -14 | . | 0 | . | . | .
Cc1cc(NC(=O)C2C3C(=O)N(CCC(C)C)C(C(=O)NCc4ccccc4)C34C=CC2(C)O4)no1 (configuration not stated) | . | 0 | . | -46 | . | . | .
CCc1c(C(=O)N2CCN(c3ccccc3F)CC2)[nH]c(C)c1C(C)=O | . | 14 | . | 0 | . | . | .
CCCCN=C1NC(=O)C(CC(=O)Nc2ccc(Cl)cc2)S1 (configuration not stated) | . | 1 | . | -171 | . | . | .
O=S(=O)(c1cc(Cl)cc(Cl)c1)N1CCCC1c1nc2ccccc2s1 (configuration not stated) | . | 14 | . | 9 | . | . | .
c1coc(-c2nn3c(-c4ccco4)nnc3s2)c1 | . | -58 | . | 10 | . | . | .
O=S(=O)(c1ccccc1)C1(S(=O)(=O)c2ccccc2)CCCC1 | . | 1 | . | -11 | . | . | .
CCCCn1c(SCC(=O)N2CCOCC2)nnc1-c1ccoc1C | . | 18 | . | -17 | . | . | .
O=C(CSc1nc2ccccc2o1)NCc1n[nH]c(=O)c2ccccc12 | . | 3 | . | 15 | . | . | .

Two entries drawn at random from those above, as already listed:
Molecule | EWS-Fli inh | PAX8 reporter | S100A4 MyoIIA | PGC1a acetyl inh | ERAP1 HTS inh | LGR2 inh | PglD inh
c1coc(-c2nn3c(-c4ccco4)nnc3s2)c1 | . | -58 | . | 10 | . | . | .
O=S(=O)(c1cc(Cl)cc(Cl)c1)N1CCCC1c1nc2ccccc2s1 (configuration not stated) | . | 14 | . | 9 | . | . | .

The list goes on:
Molecule | EWS-Fli inh | PAX8 reporter | S100A4 MyoIIA | PGC1a acetyl inh | ERAP1 HTS inh | LGR2 inh | PglD inh
CC(=O)c1ccc(N2C(=NC(=O)C(C)C)SC3CS(=O)(=O)CC32)cc1 (configuration not stated) | . | 19 | . | -36 | . | . | .
Cc1ccsc1C(=O)OCC(=O)Nc1sccc1C(N)=O | . | -112 | . | 6 | . | . | .
CCN(CC)C(C(=O)Nc1ccc(C(C)C)cc1)c1ccc2c(c1)OCO2 (configuration not stated) | . | 15 | . | -6 | . | . | .
CCCNC(=O)N1C[C@H](C)[C@@H](OC)CN(C)C(=O)c2ccc(NC(C)=O)cc2OC[C@@H]1C | . | . | 3 | . | 0 | . | .
COc1ccc(C(=O)N/N=C/c2ccc(OC)c(CN3CCCc4ccccc43)c2)cc1 | . | . | . | . | . | -4 | -2
CCOc1ccccc1NC(=O)CN1CCC(NC(=O)c2ccccc2)CC1 | . | . | . | . | . | -1 | 1
O=C(Cn1c(=O)oc2ccccc21)NC(=O)NCc1ccccc1 | . | . | . | . | . | 17 | 6

Compound activity (PubChem BioAssay)
